High-throughput results (PubChem BioAssay)
G9a block: qHTS Assay for Inhibitors of Histone Lysine Methyltransferase G9a. Histone-lysine N-methyltransferase EHMT2 (Homo sapiens), Q96KQ7. G9a H3K9 monomethylation, AlphaScreen, 2 h. Potency, µM (top dose mostly 102 µM), without a hit: at the top dose activity, negative = inhibition, hits mostly inhibitors. hit rate 8.8% among 350,000. AID 504332, 2011; further: potency means the concentration at half of the fitted maximal effect; on the % scale 0 is the no-effect control and ±100 the full control effect; nearly all actives have a fitted effect of over 75% in size
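Methyltransferase reactions run at room temperature for 2 h (20 nM enzyme, 500 nM biotin-H3K9 peptide, 20 uM SAM) after a 15 min compound preincubation; product detected by AlphaScreen beads and anti-H3K9me1 antibody.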
RGS4 inhibitor: Inhibitors of Regulator of G Protein Signaling (RGS) 4: qHTS. Regulator of G-protein signaling 4 (Homo sapiens), P49798. Transcreener GDP fluorescence polarization, RGS4-accelerated GTP hydrolysis. Potency, µM (top dose mostly 114 µM), without a hit: at the top dose activity change, negative = inhibition, hits mostly inhibitors. hit rate 0.039% among 390,000. AID 504845, 2011; further: potency means the concentration at half of the fitted maximal effect; on the % scale 0 is the no-effect control and ±100 the full control effect; nearly all actives have a fitted effect of over 75% in size; some results filed as inactive show a strong effect at the top dose
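MLSMR compounds (23 nl, pin-transferred) preincubated 10 min at room temperature with a 500nM (2x) first reagent, then RGS4 at 900nM (2x) plus Transcreener GDP mix added; fluorescence polarization (620/688 nm) read before and after 90 min at 30 °C.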
HP1b chromo inh: HTS for Inhibitors of HP1-beta Chromodomain Interactions with Methylated Histone Tails; Chromobox protein homolog 1 (Homo sapiens), P83916; AlphaScreen HP1-beta / biotin-H3K9me3 peptide binding; Potency, µM (top dose mostly 114 µM), without a hit: top-dose activity change, negative = inhibition, actives largely listed as inhibitors; hit rate 0.56% among 390,000; further: potency means the concentration at half of the fitted maximal effect; nearly all actives have a fitted effect of over 70% in size; inactives centre near 23
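AlphaScreen: HP1-beta (50 nM) preformed 30 min with biotin-H3(1-18)K9me3 peptide (50 nM) in PBS pH 7.4, 0.01% Tween-20. Compound added for 30 min at RT, then streptavidin donor/nickel chelate acceptor beads (10 ug/mL) for 30 min.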
ALOX12 inh: Primary qHTS assay for inhibitors of human arachidonate 12S-lipoxygenase (ALOX12): Round 2 | hit rate 1.1% among 580,000 | purified 12hLO, xylenol orange hydroperoxide absorbance | Potency, µM (series often up to 108 µM), inactives show at the highest dose activity change, negative = inhibition, most hits filed as inhibitors | Polyunsaturated fatty acid lipoxygenase ALOX12 (Homo sapiens), P18054; further: potency means the concentration at half of the fitted maximal effect; on the % scale 0 is the no-effect control and ±100 the full control effect
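Purified human 12hLO (150 nM final) in 25 mM Hepes, 0.01% Triton X-100, pH 7.0 was preincubated 15 min at room temperature with compound. Then 40 uM arachidonic acid was added, 30 min. Hydroperoxide was read by Fe-XO absorbance ratio 573/405 nm.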
GLS inhibitor: qHTS for Inhibitors of Glutaminase (GLS); Glutaminase kidney isoform, mitochondrial (Homo sapiens), O94925; GLS enzymatic activity, qHTS titration; Potency, µM (top dose mostly 45.5 µM), without a hit: top-dose activity change, negative = inhibition, most hits filed as inhibitors; hit rate 0.21% among 410,000; AID 624170, 2012; further: potency means the concentration at half of the fitted maximal effect; on the % scale 0 is the no-effect control and ±100 the full control effect
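Compounds were pin-transferred onto hKGA, after which L-glutamine (1 mM solution) and a detection mix of glutamate oxidase, HRP and Amplex Red were added. Initial and 30 min RT fluorescence reads were collected.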
ERG Ets-DNA blk: qHTS for Small Molecule Inhibitors of the ERG Ets/DNA interaction; fluorescence polarization, His-ERG Ets domain / labelled DNA; Potency, µM (series often up to 76.9 µM), inactives show at the top dose FP activity, negative = inhibition, most hits filed as inhibitors; Transcriptional regulator ERG (Homo sapiens), P11308; hit rate 0.028% among 370,000; AID 624246, 2012; active means well fitted inhibition curve with a large enough effect in the polarisation, with a control signal flat; inconclusive means small, poorly fitted or top-dose-only effect, or effect the other way, or a change in a side signal; inactive means no such curve, though single readings can be large or run the other way; the % refers to the polarisation;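 further: polarization taken with two DNA probes labelled with fluorescein and Texas red; potency means the concentration at half of the fitted maximal effect; % of control where 0% means no effect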
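His-tagged ERG Ets domain (1 uM in the protein solution; 300mM KCl, 50mM Tris-HCl, 1mM EDTA, 1mM DTT, pH 7.5) received compound, then a probe mix of 5 nM fluorescein-DNA and 100nM Texas-615-DNA. Fluorescence polarization was read for both dyes.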
JMJD2A Tudor inh: qHTS Assay for Inhibitors of JMJD2A-Tudor Domain. Lysine-specific demethylase 4A (Homo sapiens), O75164. AlphaScreen JMJD2A-Tudor / H3K4me3 peptide binding. Potency, µM (doses to about 114 µM), without a hit: at the highest dose activity change, negative = inhibition, actives largely listed as inhibitors. hit rate 4.4% among 390,000. AID 504339, 2011; further: potency means the concentration at half of the fitted maximal effect; on the % scale 0 is the no-effect control and ±100 the full control effect; nearly all actives have a fitted effect of over 50% in size
BAZ2B inh: qHTS Assay for Inhibitors of BAZ2B | Bromodomain adjacent to zinc finger domain protein 2B (Homo sapiens), Q9UIF8 | AlphaScreen BAZ2B-H3K14Ac peptide displacement | Potency, µM (highest dose often 114 µM), for the others: at the top dose activity change, negative = inhibition, most hits filed as inhibitors | hit rate 4.4% among 360,000 | AID 504333, 2011; further: potency means the concentration at half of the fitted maximal effect; on the % scale 0 is the no-effect control and ±100 the full control effect; nearly all actives have a fitted effect of over 60% in size
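AlphaScreen displacement of biotin-H3(5-23)K14Ac peptide (50 nM final) from BAZ2B (50 nM final) in PBS pH 7.4, 0.01% Tween-20; complex preformed 30 min RT, then compounds (top 110 uM) 30 min RT, beads 20 min dark.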
PI4K2A block: qHTS for small molecular inhibitors of PI4K2A; Phosphatidylinositol 4-kinase type 2-alpha (Homo sapiens), Q9BTU6; purified PI4K2A, ADP-Glo luminescence, 1 h; active compounds read low; activity change, negative = inhibition, % at 76.9 µM; AID 1346378, 2018; hit rate 0.13% among 420,000; in the data active means activity change below about -50%; inconclusive means mostly about -30% to -49%;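 further: -100% = wells without enzyme as full effect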
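PI4K2A activity was measured by ADP-Glo luminescence: enzyme (4 ug/mL stock) and phosphatidylinositol (1.2 mM stock) in Tris pH 7.5/MgCl2/EGTA/Triton X-100 buffer were reacted with ATP (300 microM stock) for one hour at ambient temperature.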
Active calls of the source: *; ? = inconclusive; . = not tested or not shown; & = joins results of further samples; [ ] = remark or other dose. Unless noted, the call rests on the fitted dose curve; in most records, active means well fitted curve in the direction sought with a large enough effect; inconclusive means small, poorly fitted or top-dose-only effect, or another doubt; inactive means no such curve, though single readings can be large; an effect the other way counts as inactive or inconclusive.

smiles | G9a block | RGS4 inhibitor | HP1b chromo inh | ALOX12 inh | GLS inhibitor | ERG Ets-DNA blk | JMJD2A Tudor inh | BAZ2B inh | PI4K2A block
CC(C)c1ccc(OCC(=O)Nc2ccncc2)cc1 | 14%[59 µM] | -17%[56.9 µM] | 47%[activator] | 11% | 5% | -6% | -17% | 1% | 2
O=C(c1ccccc1)c1ccc(OCC(O)CNC2CCCc3ccccc32)cc1 (stereo not drawn) | 10µM* | -5% | ? | -18% | 6% | -3% | 10µM* | 50µM* | -2
O=C(O)CCc1nc(-c2ccccc2)c(-c2ccccc2)o1 | 42%[activator][12.7 µM] | 8%[56.9 µM] | . | -4%[22.9 µM] | 1% | . | . | -19% | 2&-5
COc1ccc(/C=N/n2c(C)nnc2C)c(OC)c1OC | 22%[59 µM] | 11% | 35% | 492%[activator] | 7% | -3% | -8% | 12% | -4
CCOC(=O)C(C)Sc1nc2ccccc2c(=O)n1CC1CCCCC1 (stereo not drawn) | -51%[59 µM] | 20% | 94%[activator] | 18% | -9% | 8% | 55%[activator] | 34% | 5
COc1ccc(NC(=O)c2cc(-c3ccc(C)o3)nc3ccccc23)cc1 | . | -42% | -17% | -41% | 0% | 16% | ? | . | 2
Cn1ccnc1SCc1cccc([N+](=O)[O-])c1 | 17%[59 µM] | 8% | 11% | ? | -3% | -1% | -7% | -3% | -2
O=C(NCc1ccncc1)c1cccc(S(=O)(=O)NCc2ccccc2)c1 | . | 9% | 41%[activator] | . | -7% | 2% | -3% | -8% | -2
CCOC(=O)c1[nH]c(C)c(C(=O)NCc2ccc(F)cc2)c1C | -37%[59 µM] | 8% | -7% | -22% | -2% | -2% | -27% | ? | 1
CCC(C)(C)n1nnnc1C(c1ccc(OC)c(OC)c1)N1CCN(c2ccc(F)cc2)CC1 (stereo not drawn) | 22µM* | 12% | -3% | ? | 3% | -7% | ? | 6% | 5
O=C(c1ccc(Br)s1)N1CCN(S(=O)(=O)c2ccccc2)CC1 | 22% | 5% | 3% | -4% | 1% | -4% | -10% | -2% | -5
O=C(Nc1ccccn1)c1cccc(S(=O)(=O)N2CCc3ccccc3C2)c1 | 10%[59 µM] | -7% | 4% | -21% | -6% | -2% | -13% | 14% | -5
CC(C)CC(OC(=O)c1nsc(Cl)c1Cl)C(=O)NC1CCCC1 (stereo not drawn) | ? | 14% | 10% | -13% | -2% | 0% | -3% | 13% | 0
CCOC(=O)Cc1csc(NC(=O)CN2C(=O)c3ccccc3S2(=O)=O)n1 | -7%[59 µM] | -15% | 30% | ? | -1% | -3% | -7% | -6% | 2
COc1ccc(OC)c(CNC(=O)Cn2ncc3c([nH]c4ccc(C)cc43)c2=O)c1 | -7%[59 µM] | -12% | 2% | ? | 0% | 2% | -12% | 8%[57.1 µM] | -1
Cc1ccc(-c2nc(Nc3ccc(O)cc3)c3ccccc3n2)cc1 | 3% | -10% | -2% | ? | 44%[activator] | 32%[activator] | ? | -27% | 5
CC(=O)N1c2ccc(S(=O)(=O)N3CCCC3)cc2CC1C(=O)NC(C)C (stereo not drawn) | 12% | 8% | 26% | -6% | 19% | -13% | 12% | -17% | 0
Cc1c(NC(=S)N/N=C/c2cccc(O)c2)c(=O)n(-c2ccccc2)n1C | 3%[59 µM] | -30% | 39% | 5% | 14% | -11% | -5% | -5% | 6
O=C(CCCSc1nnc(Nc2ccccc2F)s1)N1CCOCC1 | -27% | 24% | 8% | 0% | 6% | 3% | -9% | -11% | -11
CCN(CC)S(=O)(=O)c1cccc(S(=O)(=O)N2CCCCC2)c1 | 14% | -14% | 21% | 4% | 10% | . | -10% | -11% | -1
CCCN1CCN(C(=O)C2CCN(c3ncnc4c3nc3n4CCCCC3)CC2)CC1 | 0% | -36%[56.9 µM] | 59%[activator] | 10% | -2% | -2% | -7% | -12% | -2
CC(Sc1nnnn1C1CC1)C(=O)N1c2ccccc2NC(=O)C1(C)C (stereo not drawn) | . | -31% | 40%[activator] | 333%[activator] | 3% | -9%[15.4 µM] | -5% | . | -3
CCC1(c2ccccc2)NC(=O)N(CC(=O)Nc2cccc(S(=O)(=O)N3CCCCC3)c2)C1=O (stereo not drawn) | 45µM* | -13% | 4% | 2% | -1% | -5% | -32% | -26% | -1
COc1cc(/C=C/c2c([N+](=O)[O-])c(=O)n(C)c(=O)n2C)cc(OC)c1OC | -5% | -14% | -24% | -1% | -6% | . | -20% | 4% | -4
Cc1nc(Nc2nc3ccccc3o2)nc(C)c1C | 4% | 11% | -16% | -1% | 0% | -4% | ? | -29% | -17
CCn1c(SCC(=O)NCc2ccc3c(c2)OCO3)nnc1-c1c[nH]c2ccccc12 | -27%[59 µM] | 0% | 45%[activator] | -5% | -6% | -15% | -5% | -21% | 3
CCOc1ccccc1N1CCN(C(=O)CSc2ccc3c(c2)OCCO3)CC1 | 0%[12.7 µM] | 1% | 11% | ? | 11% | . | -22% | 5% | 5
Cc1cc(C)nc(/N=C2\NC(=O)CC(C(=O)O)N2c2ccc(Cl)cc2Cl)n1 (stereo not drawn) | 3% | -32% | 49%[activator] | 0% | -5% | 12% | -5% | -16% | 1
O=C(Nc1cccc(Cl)c1)OCCOCCOC(=O)Nc1cccc(Cl)c1 | . | -16% | 54%[activator] | -4% | -4% | 1% | 4% | . | -4
CCc1ccc2nc(Nc3ccc(OC)cc3OC)c(C#N)cc2c1 | 102%[activator] | 23% | 78%[activator] | -16% | 7% | -3% | 48%[activator] | 37%[activator] | 4

Filtered by structure: the compounds so far containing an NH in an aromatic ring
smiles | G9a block | RGS4 inhibitor | HP1b chromo inh | ALOX12 inh | GLS inhibitor | ERG Ets-DNA blk | JMJD2A Tudor inh | BAZ2B inh | PI4K2A block
CCOC(=O)c1[nH]c(C)c(C(=O)NCc2ccc(F)cc2)c1C | -37%[59 µM] | 8% | -7% | -22% | -2% | -2% | -27% | ? | 1
COc1ccc(OC)c(CNC(=O)Cn2ncc3c([nH]c4ccc(C)cc43)c2=O)c1 | -7%[59 µM] | -12% | 2% | ? | 0% | 2% | -12% | 8%[57.1 µM] | -1
CCn1c(SCC(=O)NCc2ccc3c(c2)OCO3)nnc1-c1c[nH]c2ccccc12 | -27%[59 µM] | 0% | 45%[activator] | -5% | -6% | -15% | -5% | -21% | 3

The listing picks up, starting 2 compounds before the break.
smiles | G9a block | RGS4 inhibitor | HP1b chromo inh | ALOX12 inh | GLS inhibitor | ERG Ets-DNA blk | JMJD2A Tudor inh | BAZ2B inh | PI4K2A block
O=C(Nc1cccc(Cl)c1)OCCOCCOC(=O)Nc1cccc(Cl)c1 | . | -16% | 54%[activator] | -4% | -4% | 1% | 4% | . | -4
CCc1ccc2nc(Nc3ccc(OC)cc3OC)c(C#N)cc2c1 | 102%[activator] | 23% | 78%[activator] | -16% | 7% | -3% | 48%[activator] | 37%[activator] | 4
COc1cc2c(cc1OC)[C@H](Cc1ccc(O)cc1)NCC2 | ? | ? | 55%[activator] | ? | -1% | 7% | -16% | -4% | 0
O=C(NCc1ccco1)/C(=C\c1ccco1)NC(=O)c1ccco1 | 45µM* | -19% | 23% | -11% | -3% | -5% | -20% | 10% | -3
CCOC(=O)C1C(C)N=C2SCC(=O)N2C1c1cccc(Br)c1 (stereo not drawn) | -35% | 2% | 13% | 0% | -5% | 28% | -33% | -8% | -17
O=C(O)c1ccc(/C=N/NC(=O)c2ccc(F)cc2)cc1 | 2%[12.7 µM] | 15% | 33% | -2% | -20% | -2% | -8% | -15% | 2
COc1ccc(Nc2oc(-c3ccc(COc4cccc(C)c4)o3)nc2C#N)cc1 | -6%[59 µM] | 4% | 31% | -23% | -15% | 4% | -13% | -8% | 2
O=C(CSc1nnc(-c2ccccc2F)n1C1CC1)Nc1cccnc1Cl | ? | 1% | 19% | -9% | -3% | -13% | 3% | 4% | -2
COCCN1C(=O)c2oc3ccccc3c(=O)c2C1c1ccc(OC)c(OC)c1 (stereo not drawn) | -4% | -11% | ? | 332%[activator] | -6% | -8% | 56µM* | -4% | 4
Cc1cc(NS(=O)(=O)c2ccc(NC(=O)c3ccccc3F)cc2)nc(C)n1 | 5%[59 µM] | -1% | 40%[activator] | -27% | 0% | 8% | -7% | -8% | -2
COCc1cc(=O)[nH]c2cc(NC(=O)C3CC3)c(C)cc12 | 22%[59 µM] | 12% | 31% | 1% | 9% | 9% | -3% | 2% | -1
CN(Cc1cccnc1)C(=O)CNC(=O)c1ccc(Cl)cc1Cl | -2% | 35% | 3% | -10% | 7% | -4% | -13% | -5% | -4

A portion of the library; count on the stated rates, not on these rows.
